Screens as filed in PubChem BioAssay.
TDP1 cell noCPT – qHTS for Inhibitors of human tyrosyl-DNA phosphodiesterase 1 (TDP1): qHTS in cells in absence of CPT. Potency, µM (titrated, usually from 46.2 µM), without a hit: at the highest dose activity change, negative = growth inhibition, usual class: inhibitors. DT40 Tdp1-/- hTDP1 cells, no CPT, ATP luminescence, 48 h. actives 15% (n = 420,000); note: nearly all actives have a fitted effect of over 55% in size
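Readout: luminescence from CellTiter-Glo after 30 min in the dark at RT. Cells: DT40 Tdp1-/- with stable hTDP1, 400/well. Exposure: compounds alone, ≥48 hr, 37 °C.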
TDP1 cell CPT – growth inhibition of DT40 Tdp1-/-;hTDP1 cells with camptothecin (screen for TDP1 inhibitors); chicken DT40 Tdp1-/-;hTDP1 cells + 20 nM CPT, ATP luminescence, 48 h; Potency, µM (highest dose often 46.2 µM), without a hit: top-dose activity change, negative = growth inhibition, hits mostly inhibitors; actives 12% (n = 420,000); AID 686979; note: nearly all actives have a fitted effect of over 55% in size
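Chicken DT40 Tdp1-/- cells stably complemented with human TDP1 were seeded at 400 cells/well in medium containing 20 nM camptothecin, exposed to pin-transferred compounds, and grown at 37 °C for at least 48 hr. Viability was read as ATP luminescence.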
TDP1 block – TDP1 (human) enzyme inhibition; Q9NUW8; Potency, µM (series often up to 130 µM), without a hit: at the top dose activity change, negative = inhibition, most hits filed as inhibitors; AID 485290; actives 0.28% (n = 350,000); recombinant TDP1, AlphaScreen DNA substrate cleavage; note: nearly all actives have a fitted effect of over 40% in size
Target sequence (Q9NUW8 whole entry, looked up): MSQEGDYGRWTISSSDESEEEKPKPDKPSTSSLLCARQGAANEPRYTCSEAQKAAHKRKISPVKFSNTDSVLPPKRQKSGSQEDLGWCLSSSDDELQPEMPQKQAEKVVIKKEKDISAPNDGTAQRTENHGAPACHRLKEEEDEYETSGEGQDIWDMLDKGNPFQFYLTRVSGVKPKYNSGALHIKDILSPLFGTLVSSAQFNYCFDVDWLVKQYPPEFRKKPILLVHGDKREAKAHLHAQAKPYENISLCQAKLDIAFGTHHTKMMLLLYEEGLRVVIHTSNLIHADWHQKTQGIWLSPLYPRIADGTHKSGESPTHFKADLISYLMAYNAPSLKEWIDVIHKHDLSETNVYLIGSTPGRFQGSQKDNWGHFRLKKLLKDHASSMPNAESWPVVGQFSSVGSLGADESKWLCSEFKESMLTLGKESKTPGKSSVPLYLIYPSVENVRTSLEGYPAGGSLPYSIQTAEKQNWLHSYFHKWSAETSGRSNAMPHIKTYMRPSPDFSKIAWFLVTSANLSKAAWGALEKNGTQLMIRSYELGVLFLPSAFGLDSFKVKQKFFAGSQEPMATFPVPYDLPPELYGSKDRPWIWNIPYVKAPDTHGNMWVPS
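Here, a 5' biotin and 3' phosphotyrosine-FITC DNA oligonucleotide reports Tdp1 activity: intact substrate bridges AlphaScreen beads, while cleavage leaves a 3' phosphate and drops signal. All incubations at room temperature.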
The depositor's hits bear a star; ? = inconclusive; nt = not tested or not shown; [ ] = remark or other dose. Calls come from the whole dose curve; as a rule, active = well fitted curve in the direction sought with a large enough effect; inconclusive = small, poorly fitted or top-dose-only effect, or another doubt; inactive = no such curve, though single readings can be large; an effect the other way counts as inactive or inconclusive. % is set by controls: 0 for no effect and ±100 for the full control effect; potency is the fitted concentration of half-maximal effect.

SMILES	TDP1 cell noCPT	TDP1 cell CPT	TDP1 block
Nc1ncnc2c1nc(Br)n2C1OC(CO)C(O)C1O (centres undefined)	2.3µM*	?	11%
CC1(C)Cc2c(cnn2-c2ccccc2)C(NC(=O)CCCN2CCCCC2=O)C1 (centres undefined)	-12%	-13%	1%
COc1ccc(CN(C)C(=O)C2CC(=O)N(c3ccc4c(c3)OCCO4)C2)cc1 (centres undefined)	?	-19%	nt
CCN(CC)CCOc1ccccc1C(C)=O	-2%	9%	-8%
CC1CCN(C(=O)Cn2c3ccc(F)cc3c3nc4n(c(=O)c32)CCCS4)CC1	?	?	2%
Cc1ccc(C(=O)N2CC(=O)Nc3ccc(F)cc3C2c2ccccc2)cc1[N+](=O)[O-] (centres undefined)	21µM*	18µM*	0%
COc1cc(OC)cc(C(=O)NC(C(=O)Nc2ccc3c(c2)CCC3)C(C)C)c1 (centres undefined)	?	?	-3%
Nc1cc(Oc2ccc(Cl)cc2Cl)nc(N)n1	-7%	-1%	6%
CC(C(N)=O)N1C(=O)c2cccc3cccc1c23 (centres undefined)	-14%	-15%	2%
CCN1CCN(c2nc3c(C)cccn3c(=O)c2/C=C(\C#N)C(=O)NC)CC1	0%	22%	nt
CCOc1ccc(NC(=O)C2=NN(c3ccccc3)C(=O)CC2)cc1S(=O)(=O)N1CCCCC1	?	?	-1%
COc1ccccc1C(=O)NCCC(=O)NN1C(=O)NC2(CCCCC2)C1=O	-12%	1%	-6%[0.505 µM]
O=C(NCCCN1CCN(c2ccccc2F)CC1)C1CCN(S(=O)(=O)c2cccs2)CC1	?	13µM*	6%
Cc1ccc(S(=O)(=O)N2CCN(C(=O)n3ccnc3)CC2)cc1	12µM*	0.65µM*	4%
O=C(NCCCc1nc2ccccc2[nH]1)c1cccs1	12%	-6%	0%
COc1ccc(CCNC(=O)c2cc(=O)[nH]c3ccc(S(=O)(=O)N4CCCCC4)cc23)cc1OC	-17%	2%	3%
O=c1c2c(O)cc(O)cc2oc2ccc(O)c(O[C@@H]3O[C@H](CO)[C@@H](O)[C@H](O)[C@H]3O[C@H]3O[C@H](CO)[C@@H](O)[C@H](O)[C@H]3O)c12	-2%	0%	nt
Cc1csc2nc(O)c(C(=O)NCC3CCCO3)c(=O)n12 (centres undefined)	-11%	-13%	19%
CC(C)(C)C(=O)N1CCN(c2ccc3c(c2)C2CC3CCN2C(=O)OCc2ccccc2)CC1 (centres undefined)	?	?	nt
O=C(NCCCn1ccnc1)c1cc2cc([N+](=O)[O-])ccc2oc1=O	?	?	-3%
CCc1ccc(C(=O)NNC(=O)CCc2nc3ccccc3c(=O)[nH]2)cc1	-7%	-18%	-14%[0.505 µM]
CCCCCn1c(SCC#N)nc2cc(C(=O)NCC3CCCO3)ccc2c1=O (centres undefined)	23µM*	?	-3%
O=C(NCc1ccc(F)cc1Cl)c1cc(=O)[nH]c2ccc(S(=O)(=O)N3CCCCC3)cc12	-23%	-17%	3%
Cc1ccc2nc3c(cc(C(=O)NCc4ccco4)c(=N)n3C(C)C)c(=O)n2c1	-3%	-3%	nt
Cc1ccc(SCC(=O)OCC(=O)N(CCC#N)c2ccccc2)cc1	-16%	-18%	1%
SMILES	TDP1 cell noCPT	TDP1 cell CPT	TDP1 block
CCOC(=O)C1=C(C)NC(=O)NC1c1cc(Br)c(O)c(OC)c1 (centres undefined)	-4%	3%	1%
O=C(NC(=S)NNC(=O)c1ccccc1O)c1cccc([N+](=O)[O-])c1	23µM*	23µM*	nt
O=C(Cc1ccccc1)NCCS(=O)c1ccc(Cl)cc1 (centres undefined)	-7%	?	5%
O=C1NC[C@@H](CCCCN2C[C@H](Cc3ccc(O)cc3)N(Cc3ccccc3)C(=O)C2=O)N(Cc2ccccc2)C1=O	-5%	-8%	nt
O=C(NCc1ccc2c(c1)OCO2)c1nnc(Cc2ccc(F)cc2)o1	-11%	1%	1%
O=C(NCCNC(=O)c1cc(OCC(F)(F)F)ccc1OCC(F)(F)F)Nc1ccc(Cl)cc1	7%	-18%	0%
COC(=O)c1c(-c2ccc(N(C)C)cc2)oc2c1C(OC)CCC2 (centres undefined)	18µM*	?	nt
CCn1c(O)c(/C=N/N=C/c2ccccc2)c2ccc(C3=NNC(=O)CC3)cc21	18µM*	?	-2%
Cc1cc(Nc2cccc(Cl)c2)nc2ccc(NC(=O)Cc3ccc(Cl)cc3)cc12	?	18µM*	-5%
O=C(COC(=O)C1CC(=O)N(CCc2ccccc2)C1)c1ccc[nH]1 (centres undefined)	-2%	11%	0%[56.1 µM]
O=C(CSc1ccc2nnc(-c3ccncc3)n2n1)NCc1ccco1	-11%	-8%	5%
Cn1nc(C(=O)OCC(=O)Nc2ccc(S(N)(=O)=O)cc2)c2ccccc2c1=O	20%	2%	4%
Cc1ccc(S(=O)(=O)N2CCCC(C(=O)NCC3CCCO3)C2)cc1 (centres undefined)	3%	1%	nt
COc1ccc(-n2cc(-c3ccccc3)c3c(N4CC(C)OC(C)C4)ncnc32)cc1 (centres undefined)	12µM*	?	6%
Cc1ccc(C)c(NC(=O)C2CCCN(c3cnccn3)C2)c1 (centres undefined)	-2%	-20%	5%
CC1CCN(C2(O)C(=O)Nc3ccc(Cl)cc32)CC1 (centres undefined)	19%	5%	nt
COc1cccc(-c2cnc(C(O)c3ccc(F)c(F)c3)[nH]2)c1 (centres undefined)	?	?	nt
COCCCN1C(=O)c2ccc(C(=O)OCC(=O)NCCc3ccccc3)cc2C1=O	-4%	-14%	0%
Cc1ccc(N(Cc2ccccc2)C(=O)c2ccc(C)c(S(=O)(=O)N3CCOCC3)c2)cc1	?	?	2%
CC(O)(c1ccccc1)c1nc(-c2ccc(Cl)cc2)cs1 (centres undefined)	?	?	nt
CCSc1nc2c(cnn2-c2ccc(C)cc2)c(=O)[nH]1	?	-7%	3%
CCn1cc(S(=O)(=O)c2cc(C)cc(C)c2)c(=O)c2cc(F)c(N3CCOCC3)cc21	-22%	?	6%
CCOc1ccc(S(=O)(=O)N2CCN(Cc3ccc4c(c3)OCO4)CC2)cc1C	-18%	-21%	5%[0.0935 µM]
O=C1NCC2=C1C(c1ccc(Br)cc1)Nc1ccccc1N2 (centres undefined)	9%	1%	8%
Cc1ccc2nc(-c3ccccc3)cc(C(=O)N3CCN(c4ccccc4O)CC3)c2c1	?	?	6%[0.505 µM]

Reprinted at random: 2 compounds from above
SMILES	TDP1 cell noCPT	TDP1 cell CPT	TDP1 block
COc1ccc(-n2cc(-c3ccccc3)c3c(N4CC(C)OC(C)C4)ncnc32)cc1 (centres undefined)	12µM*	?	6%
Cn1nc(C(=O)OCC(=O)Nc2ccc(S(N)(=O)=O)cc2)c2ccccc2c1=O	20%	2%	4%

Next records follow.
SMILES	TDP1 cell noCPT	TDP1 cell CPT	TDP1 block
COc1ccc(-n2c(=O)c(CCc3ccccc3)nc3cnc(N(C)C)nc32)cc1	9%	8%	nt
COc1ccc(CN2CCN(C(C)=O)CC2)cc1OC1CCN(C(=O)c2ccc3[nH]c(C)c(C)c3c2)CC1	-28%	-11%[9.04 µM]	nt
Cc1ccc(-n2nnnc2-c2cccs2)cc1[N+](=O)[O-]	1%	23%	nt
COc1cccc(CNCc2cccc(OC)c2O)c1O	-17%	-19%	nt
CN(C(=O)c1ccc(OC2CCN(CCc3ccccc3)CC2)cc1)C1CCOC1 (centres undefined)	-15%	10%	-7%
O=C(NNC(=O)C1CCCO1)c1ccccc1Cl (centres undefined)	-21%	0%	5%
Cc1ccsc1C(=O)N1CCCC(N(C)Cc2ccccc2)C1 (centres undefined)	-28%	-9%	3%
C=CCNC(=S)Nc1sc2c(c1C(=O)OCC)CC(C)(CC)OC2 (centres undefined)	?	-27%	5%
Cc1ccc(S(=O)(=O)N2CCCC2)cc1[N+](=O)[O-]	-7%	1%	3%
O=C1CCCc2sc3c(c2N1)CCCCC3	?	-17%	8%
COCc1ccc(C(=O)N2CCCC(N3CCN(c4ccccc4C)CC3)C2)s1 (centres undefined)	?	15µM*	5%
CS(=O)(=O)N(Cc1ccco1)Cc1ccccc1Cl	-7%	-18%	-4%
COCc1nnc(NC(=O)CCS(=O)(=O)c2ccccc2)s1	16µM*	10µM*	-3%
O=C(CN(C(=O)C1CSC(=O)C1)c1cccc(F)c1)NCc1ccc2c(c1)OCO2 (centres undefined)	-22%	1%	9%
CCCC(c1nnnn1CCc1ccccc1)N1CCN(C2CCCC2)CC1 (centres undefined)	-18%	-24%	-4%
Cc1ccc(S(=O)(=O)CCC(=O)NCc2ccccc2Cl)cc1	-8%	-13%	3%
CN1CCN(c2nc(-c3ccccc3)nc(-c3ccccc3)c2C#N)CC1	?	?	7%
CC(C)NC(=O)c1ccc(-c2ccccc2C(F)(F)F)o1	-15%	-21%	0%
O=C(NN1C(=O)C2C3CCC(O3)C2C1=O)c1ccco1 (centres undefined)	9%	5%	9%
CCOC(=O)CC1CCCCN1Cc1cn[nH]c1-c1ccc(F)cc1F (centres undefined)	-20%	-13%	-4%
COc1cccc(/C=N/NC(=O)CC(C)O)c1OC/C=C/c1ccccc1 (centres undefined)	?	?	5%
Cc1cc2nc(SCC(=O)Nc3nonc3C)c3c(c2cc1C)CCCC3	-14%	-11%	-7%
COc1ccccc1C(=O)N1CCCC(c2nc(-c3cc(OC)c(OC)c(OC)c3)no2)C1 (centres undefined)	?	-18%	0%
COc1cc(OC)cc(C(=O)N2CCC(C(=O)N3CCOCC3)CC2)c1	-2%	-4%	nt
O=c1[nH]c2ccc(NCc3ccc(OCc4ccccc4Cl)cc3)cc2[nH]1	?	-14%	nt
SMILES	TDP1 cell noCPT	TDP1 cell CPT	TDP1 block
O=C(CN1CCC(C(=O)c2ccc3c(c2)OCCO3)CC1)NC1CCCC1	-22%	-6%	2%
COc1ccc(CC(=O)Nc2ccccc2C(F)(F)F)cc1S(=O)(=O)N1CCOCC1	-17%	-2%	nt
COC1CCN(Cc2c(C(=O)N3CCN(C4CCCCC4)CC3)nc3ccccn23)CC1	13%	-12%	1%
CCOc1cccc2sc(N(CCN(CC)CC)C(=O)c3cccc(N4C(=O)CCC4=O)c3)nc12	-29%	?	nt
O=c1oc2ccc3ccccc3c2cc1-c1nnc(Nc2ccc(F)cc2)s1	?	?	-3%[12.3 µM]
CC1CN(C(=O)c2ccc(-c3cccc(C(F)(F)F)c3)o2)CC(C)O1 (centres undefined)	13µM*	?	1%
Cc1ccc2cc(CCNS(=O)(=O)c3ccc(Br)cc3)c(=O)[nH]c2c1C	23µM*	?	-7%
O=C(Nc1cccnc1)c1c(F)cccc1F	-5%	-9%	-3%
CC(=O)Nc1cccc(NC(=O)Nc2ccc(F)cc2F)c1	?	14%	0%
O=C(COCc1cc(-c2ccc(F)cc2)on1)Nc1cc(Cl)cc(Cl)c1	?	-27%	2%
Cc1nc2ccccc2c(=O)n1N(c1ccccc1)c1ccccc1	-28%	?	-3%
CCOC(=O)c1nc(C)n(-c2ccc(Cl)cc2)n1	-4%	1%	5%
COc1ccc(S(=O)(=O)N2CCCC(C(=O)NC3CCCC3)C2)cc1OC (centres undefined)	?	-28%	13%

By substructure, those above with a Cl atom.
SMILES	TDP1 cell noCPT	TDP1 cell CPT	TDP1 block
Nc1cc(Oc2ccc(Cl)cc2Cl)nc(N)n1	-7%	-1%	6%
O=C(NCc1ccc(F)cc1Cl)c1cc(=O)[nH]c2ccc(S(=O)(=O)N3CCCCC3)cc12	-23%	-17%	3%
O=C(Cc1ccccc1)NCCS(=O)c1ccc(Cl)cc1 (centres undefined)	-7%	?	5%
O=C(NCCNC(=O)c1cc(OCC(F)(F)F)ccc1OCC(F)(F)F)Nc1ccc(Cl)cc1	7%	-18%	0%
Cc1cc(Nc2cccc(Cl)c2)nc2ccc(NC(=O)Cc3ccc(Cl)cc3)cc12	?	18µM*	-5%
CC1CCN(C2(O)C(=O)Nc3ccc(Cl)cc32)CC1 (centres undefined)	19%	5%	nt
CC(O)(c1ccccc1)c1nc(-c2ccc(Cl)cc2)cs1 (centres undefined)	?	?	nt
O=C(NNC(=O)C1CCCO1)c1ccccc1Cl (centres undefined)	-21%	0%	5%
CS(=O)(=O)N(Cc1ccco1)Cc1ccccc1Cl	-7%	-18%	-4%
Cc1ccc(S(=O)(=O)CCC(=O)NCc2ccccc2Cl)cc1	-8%	-13%	3%
O=c1[nH]c2ccc(NCc3ccc(OCc4ccccc4Cl)cc3)cc2[nH]1	?	-14%	nt
O=C(COCc1cc(-c2ccc(F)cc2)on1)Nc1cc(Cl)cc(Cl)c1	?	-27%	2%
CCOC(=O)c1nc(C)n(-c2ccc(Cl)cc2)n1	-4%	1%	5%
